GLS inh – blocks human kidney-isoform glutaminase activity. O94925. GLS enzymatic activity, qHTS titration. Potency, µM (doses to about 45.5 µM), inactives show at the top dose activity change, negative = inhibition, hits mostly inhibitors. hit rate 0.21% among 410,000. AID 624170; also: potency is read from the fitted curve at half-maximal effect; % is scaled to controls: 0 for no effect and ±100 for the full control effect
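Human kidney-isoform GLS in 45 mM KH2PO4 pH 8.2, 0.02% Tween-20, with compound, started with 1mM L-Glutamine (added stock). Glutamate oxidase/HRP/Amplex red coupled fluorescence read at start and after 30 min at RT.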
BAZ2B block – inhibitors of human BAZ2B bromodomain. Potency, µM (titrated, usually from 114 µM), without a hit: at the highest dose activity change, negative = inhibition, hits mostly inhibitors. hit rate 4.4% among 360,000. Q9UIF8. AlphaScreen BAZ2B-H3K14Ac peptide displacement; also: potency is read from the fitted curve at half-maximal effect; % is scaled to controls: 0 for no effect and ±100 for the full control effect; nearly all actives have a fitted effect of over 60% in size
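Multi-concentration screen (max 110 uM) measuring displacement of acetylated histone H3 peptide from BAZ2B by AlphaScreen, using 50 nM protein, 50 nM peptide and 10 ug/mL streptavidin donor plus Ni-chelate acceptor beads.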
PGK inhibitor – blocks T. brucei phosphoglycerate kinase. hit rate 0.043% among 380,000. Potency, µM (top dose mostly 57.5 µM), for the others: at the highest dose activity change, negative = inhibition, actives largely listed as inhibitors. P07378. PGK/GAPDH coupled, Kinase-Glo luminescence, 60 min; also: potency is read from the fitted curve at half-maximal effect; % is scaled to controls: 0 for no effect and ±100 for the full control effect; nearly all actives have a fitted effect of over 60% in size
Target sequence (P07378 whole entry, looked up): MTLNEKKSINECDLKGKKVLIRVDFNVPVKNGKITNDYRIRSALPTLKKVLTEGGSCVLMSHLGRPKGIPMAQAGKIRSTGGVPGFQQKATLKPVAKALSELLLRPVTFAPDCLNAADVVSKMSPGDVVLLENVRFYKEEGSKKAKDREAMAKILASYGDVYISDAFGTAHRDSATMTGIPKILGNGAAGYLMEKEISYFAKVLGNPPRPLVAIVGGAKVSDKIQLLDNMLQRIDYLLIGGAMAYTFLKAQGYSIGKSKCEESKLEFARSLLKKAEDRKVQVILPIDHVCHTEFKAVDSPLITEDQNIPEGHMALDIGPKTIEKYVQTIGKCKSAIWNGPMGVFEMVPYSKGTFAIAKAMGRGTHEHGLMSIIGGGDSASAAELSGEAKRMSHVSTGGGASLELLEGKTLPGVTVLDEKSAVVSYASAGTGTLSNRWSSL
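Luminescent ATP detection (Kinase-Glo Plus) follows a 60-minute room-temperature incubation, with wells lacking PGK as controls. Buffer: 100 mM TEA (pH 7.6), 5 mM MgCl2, 0.01% Tween-20. Coupling enzyme GAPDH (100 nM final) supplies unstable 1,3-BPG in-well.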
JMJD2A Tudor inh – inhibitors of human JMJD2A Tudor domain; O75164; Potency, µM (doses to about 114 µM), without a hit: at the top dose activity change, negative = inhibition, hits mostly inhibitors; AlphaScreen JMJD2A-Tudor / H3K4me3 peptide binding; hit rate 4.4% among 390,000; AID 504339; also: potency is read from the fitted curve at half-maximal effect; % is scaled to controls: 0 for no effect and ±100 for the full control effect; nearly all actives have a fitted effect of over 50% in size
HP1b binding inh – inhibitors of HP1-beta chromodomain binding to methylated histone tails; P83916; AlphaScreen HP1-beta / biotin-H3K9me3 peptide binding; Potency, µM (titrated, usually from 114 µM), for the others: at the top dose activity change, negative = inhibition, usual class: inhibitors; hit rate 0.56% among 390,000; AID 540317; also: potency is read from the fitted curve at half-maximal effect; nearly all actives have a fitted effect of over 70% in size; inactives centre near 23
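Compound inhibition of the preformed complex between 50 nM HP1-beta and 50 nM biotinylated H3K9me3 peptide was read by AlphaScreen. Buffer was PBS pH 7.4 with 0.01% Tween-20. Incubations ran 30 min at room temperature, with 10 ug/mL donor/acceptor beads.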
PI4K2A inh – inhibitors of human PI4K2A; Q9BTU6; purified PI4K2A, ADP-Glo luminescence, 1 h; active compounds read low; activity change, negative = inhibition, % at 76.9 µM; hit rate 0.13% among 420,000; AID 1346378; in the data active = activity change below about -50%; inconclusive = mostly about -30% to -49%;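 also: -100% = wells without enzyme as full effect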
Target sequence (Q9BTU6 whole entry, looked up): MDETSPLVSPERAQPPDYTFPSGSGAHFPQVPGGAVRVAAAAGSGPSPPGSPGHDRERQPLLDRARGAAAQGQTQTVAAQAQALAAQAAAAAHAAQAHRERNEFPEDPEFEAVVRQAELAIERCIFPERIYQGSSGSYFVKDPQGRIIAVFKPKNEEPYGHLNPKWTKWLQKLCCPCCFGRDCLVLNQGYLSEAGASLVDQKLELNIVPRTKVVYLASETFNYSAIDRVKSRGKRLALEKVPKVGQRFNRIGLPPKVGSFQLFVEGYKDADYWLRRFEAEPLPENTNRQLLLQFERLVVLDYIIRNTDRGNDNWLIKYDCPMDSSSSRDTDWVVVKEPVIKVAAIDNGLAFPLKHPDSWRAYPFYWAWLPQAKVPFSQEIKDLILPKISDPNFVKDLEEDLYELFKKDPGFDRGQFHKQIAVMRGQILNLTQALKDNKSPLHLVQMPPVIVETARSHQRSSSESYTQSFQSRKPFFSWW
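In this quantitative HTS, ADP production by PI4K2A was quantified luminescently after 1 h at ambient temperature; 100 microM adenosine served as plate-quality control.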
Pol eta inh – inhibitors of human DNA polymerase eta. Potency, µM (doses to about 114 µM), for inactives: at the highest dose activity change, negative = inhibition, hits mostly inhibitors. hit rate 1.2% among 390,000. AID 588591. recombinant Pol eta, fluorescent DNA replication assay. Q9Y253; also: potency is read from the fitted curve at half-maximal effect; % is scaled to controls: 0 for no effect and ±100 for the full control effect
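Pol eta at 10 nM preincubated with compounds 15 min at room temperature; reaction started with fluorescent substrate (50 nM final) and read kinetically at 0 and 10 min.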
Pin1 inh – human Pin1 inhibition. Potency, µM (top dose mostly 115 µM), inactives show at the highest dose activity, negative = inhibition, actives largely listed as inhibitors. Pin1 FP peptide displacement, HiFluor488, 10 min. hit rate 0.009% among 390,000. Q13526; active = well fitted inhibition curve with a large enough effect in the polarisation, with a control signal flat, not every such curve was filed as active; inconclusive = small, poorly fitted or top-dose-only effect, or effect the other way, or a change in a side signal; inactive = no such curve, though single readings can be large or run the other way; the % refers to the polarisation; also: potency is read from the fitted curve at half-maximal effect; % is scaled to controls: 0 for no effect and ±100 for the full control effect
G9a inh – inhibitors of human histone lysine methyltransferase G9a | Q96KQ7 | G9a H3K9 monomethylation, AlphaScreen, 2 h | Potency, µM (titrated, usually from 102 µM), without a hit: at the highest dose activity, negative = inhibition, actives largely listed as inhibitors | AID 504332 | hit rate 8.8% among 350,000; also: potency is read from the fitted curve at half-maximal effect; % is scaled to controls: 0 for no effect and ±100 for the full control effect; nearly all actives have a fitted effect of over 75% in size
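G9a (20 nM) was preincubated 15 min with compound, then reacted 2 h at room temperature with 500 nM biotin-H3K9 peptide and 20 µM SAM. Monomethyl-H3K9 detected by AlphaScreen using anti-H3K9me1 antibody.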
Active calls of the source: *; i = inactive; ? = inconclusive; . = no result given; & = joins results of further samples; [ ] = dose if it differs, or a comment. Unless noted, calls follow the shape of the dose curve; as a rule, active = well fitted curve in the direction sought with a large enough effect; inconclusive = small, poorly fitted or top-dose-only effect, or another doubt; inactive = no such curve, though single readings can be large; an effect the other way counts as inactive or inconclusive. Some of the compounds tested (hit frequency here may not be typical).

SMILES	GLS inh	BAZ2B block	PGK inhibitor	JMJD2A Tudor inh	HP1b binding inh	PI4K2A inh	Pol eta inh	Pin1 inh	G9a inh
CN1CCc2[nH]c3ccc(C(=O)NN)cc3c2C1	0%	-5%	-5%	-25%	15%	2	-16%	5%	-45%[59 µM]
CCOc1ccc(C(=O)C(CN2CCOCC2)c2ccccc2)cc1 (stereo not drawn)	1%	-10%	-3%	-10%	18%	31	-12%	0%	?
O=C(NC1CCCc2ccccc21)c1ccccn1 (stereo not drawn)	-6%	-3%	-11%	-3%	17%	0	-7%	14%	-10%
COc1ccc(-c2ccc3c(=O)cc(-c4ccsc4)oc3c2)cn1	-19%	.	-10%	?	37%	-1	?	?	.
COc1ccc(NC(=O)CN(C)C(=O)CSCc2ccc(C)cc2)cc1	4%	-7%	1%	-19%	13%	-3	-6%	5%	-8%
CCOC(=O)C1=C(c2ccccc2)NC(SC)=C(C#N)C1c1ccco1 (stereo not drawn)	16%	-33%	-10%	?	40%[activator]	3	-3%	1%	45µM*
Cc1c(NC(=O)Nc2cccc(F)c2)c(=O)n(-c2ccccc2)n1C	5%	0%	-4%	-8%	36%[activator]	3	-17%	-6%	?
Cc1cc(C)cc(NC(=O)Nc2nnc(N(C)C3CCCCC3)s2)c1	-12%	-27%	-4%	-16%	25%	-6	-3%	2%	1%[59 µM]
COc1ccc(OCC(=O)N(Cc2cccs2)c2ccc(OC)cc2)cc1	4%	6%	6%	5%	69%[activator]	-3	-14%	-1%	-1%[59 µM]
COc1ccc(N2CC(C(=O)Nc3ccccc3N3CCCC3)CC2=O)c(OC)c1 (stereo not drawn)	11%	3%	-4%	-20%	15%	-5	-8%	-3%	50µM*
CSc1nc(-c2ccco2)nn1C(=O)c1ccco1	6%	9%	i	-5%	65%[activator]	3	-4%	-6%	40µM*
COc1cccc(OCC(=O)Nc2ccccc2NC(C)=O)c1	1%	10%	-5%	-12%	21%	0	-14%	-1%	10%[59 µM]
COc1ccc(CC(=O)N(CCC2=CCCCC2)c2c(N)n(Cc3ccccc3)c(=O)[nH]c2=O)cc1OC	-3%	-9%	-3%	-14%	32%	2	-19%	2%	-16%
COc1ccccc1NC(=O)Cn1cncc1-c1ccc([N+](=O)[O-])cc1	-1%	-13%	-10%	-12%	19%	-5	-11%	0%	.
CC(C)CN1C(=O)c2ccccc2C1(O)Cc1ccccc1 (stereo not drawn)	4%	21%	-4%	5%	50%[activator]	-4	-11%	-8%	8.9µM*
COC(=O)CSc1ncnc2c(C)csc12	-5%	-1%	-3%	0%	13%	-2	-20%	2%	.
Cc1noc(C)c1C(=O)Nc1ccc2c(c1)CCC2	-7%	?	-3%	-15%	1%	-12	0%	-2%	-4%[59 µM]
O=C(O)CCc1ccc(-c2cccs2)n1NC(=O)c1ccccc1Br	14%	?	-6%	?	12%	-3	?	17%	-14%[59 µM]
COc1ccc(C(=O)O/N=C(/c2cccs2)C(C)(C)C)cc1	2%	44%[activator]	-8%	71%[activator]	87%[activator]	5	-17%	-2%	231%[activator]
Cc1ccc(NC(=O)CN2C(=O)C(c3ccc(C)cc3)=NC23CCCCCC3)cc1	-8%	0%	.	-15%	31%	-1	.	18%	5%[59 µM]

Exported field by field: part of the list above
> COC(=O)CSc1ncnc2c(C)csc12
- GLS inh: -5%
- BAZ2B block: -1%
- PGK inhibitor: -3%
- JMJD2A Tudor inh: 0%
- HP1b binding inh: 13%
- PI4K2A inh: -2
- Pol eta inh: -20%
- Pin1 inh: 2%
- G9a inh: .

> CCOC(=O)C1=C(c2ccccc2)NC(SC)=C(C#N)C1c1ccco1 (stereo not drawn)
- GLS inh: 16%
- BAZ2B block: -33%
- PGK inhibitor: -10%
- JMJD2A Tudor inh: ?
- HP1b binding inh: 40%[activator]
- PI4K2A inh: 3
- Pol eta inh: -3%
- Pin1 inh: 1%
- G9a inh: 45µM*

> COc1cccc(OCC(=O)Nc2ccccc2NC(C)=O)c1
- GLS inh: 1%
- BAZ2B block: 10%
- PGK inhibitor: -5%
- JMJD2A Tudor inh: -12%
- HP1b binding inh: 21%
- PI4K2A inh: 0
- Pol eta inh: -14%
- Pin1 inh: -1%
- G9a inh: 10%[59 µM]

> COc1ccc(CC(=O)N(CCC2=CCCCC2)c2c(N)n(Cc3ccccc3)c(=O)[nH]c2=O)cc1OC
- GLS inh: -3%
- BAZ2B block: -9%
- PGK inhibitor: -3%
- JMJD2A Tudor inh: -14%
- HP1b binding inh: 32%
- PI4K2A inh: 2
- Pol eta inh: -19%
- Pin1 inh: 2%
- G9a inh: -16%

(more compounds)
SMILES	GLS inh	BAZ2B block	PGK inhibitor	JMJD2A Tudor inh	HP1b binding inh	PI4K2A inh	Pol eta inh	Pin1 inh	G9a inh
COc1ccc(-c2c(C)nn3c(C(F)(F)F)cc(C)nc23)cc1OC	-3%	-32%	-11%	?	7%	-1	7%	-2%	-33%[59 µM]
O=C(Nc1ccc(N2CCCCCC2)cc1)c1ccc[nH]1	31%[activator]	45µM*	-9%	50µM*	?	-10	-5%	7%	-26%[2.33 µM]
O=c1[nH]c2ccccc2c(O)c1O	5.6µM*	2%	i	50µM*	?	-6	6%	9%	0.71µM*
C=CC[C@@]12C=C(OC)C(=O)C(OC)=C1O[C@H](c1ccc3c(c1)OCO3)[C@H]2C	0%	.	0%	-6%	38%	-2	-16%	-7%	.
Cc1ccc(CNS(=O)(=O)c2ccc(C(=O)N(C)C)s2)cc1	-8%	-1%	-2%	-7%	13%	-2	4%	0%	-3%[59 µM]
Cc1ccccc1CSc1nccn1-c1ccccc1	17%	35µM*	-3%	?	?	7	-4%	-6%	.
CCOC(=O)N1CCN(c2c(NCCCN(CC)c3cccc(C)c3)c(=O)c2=O)CC1	49%[activator]	1%	i	-24%	-17%	-2	-15%	1%	14µM*
CCOc1ccc(-c2cc(C(=O)N3CCCC3)c3ccccc3n2)cc1	1%	-3%	5%	1%	21%	0	-10%	-3%	?
COC(=O)c1ccccc1NC(=O)NCc1ccccc1	-15%	-7%	-4%	-3%	3%	1	-7%	-3%	10%[59 µM]
COc1ccccc1CN(C)C[C@H]1OCc2cnnn2CCCC(=O)N([C@H](C)CO)C[C@@H]1C	-8%	.	i	.	.	7	-5%	.	.
COc1cccc(-c2coc3cc4oc(=O)c(CC(=O)O)c(C)c4cc23)c1	14%	-2%	-2%	-13%	25%	-6	11%	22%	9%
NC(=O)NC(=O)COC(=O)c1cccc(NS(=O)(=O)/C=C/c2ccccc2)c1	1%	-9%	i	-5%	28%	-5	-13%	1%	?
CC(=O)Nc1ccc(C2=NN(Cc3nnc(-c4ccccc4)o3)C(=O)SC2)cc1	-3%	7%	i	1%[57.1 µM]	34%	-5	-14%	-5%	-8%[59 µM]
Cc1ccc(C)c(Cn2nc(-c3cc(C)ccc3C)ccc2=O)c1	12%&6%	7%&74%	-12%&-6%	46%&39%[activator]	50%&95%[activator]	-5&2	-16%&-20%	2%&4%	113%[activator]
CCOC(=O)Cc1nnc(NC(=O)c2ccccc2OC)s1	-8%	5%	2%	-7%	8%	-7	-14%	2%	?
O=C(c1cccc(F)c1)N1CCN(c2cccc(C(F)(F)F)c2)CC1	8%	-2%	-3%	-14%	66%[activator]	-10	-7%	6%	-5%[12.7 µM]
CCN(c1ccccc1)S(=O)(=O)c1cccc(C(=O)NCC(c2ccc(F)cc2)N2CCOCC2)c1 (stereo not drawn)	-1%	.	-9%	-21%	34%	-4	-7%	-3%	.
C#CCOCCOCCOCCNc1nc(N2CCN(C(=O)Cn3cc(CCO)nn3)CC2)nc(N2CCN(C(=O)[C@H](C(C)C)n3cc(CCO)nn3)CC2)n1	7%	?	9%	-18%	11%	-6	-5%	-2%	45µM*
O=C(Nc1ccc(N2CCOCC2)nc1)c1ccc(F)cc1	25%	11%	1%	-14%	7%	1	1%	2%	?
COc1ccc(-n2c(CSc3nc(C)cc(C)n3)nnc2SCC(=O)Nc2nccs2)cc1	-4%	13%	-4%	-7%	40%[activator]	0	-10%	-2%	0%
Cc1ccc(C(=O)CC(=O)c2cc(Cl)ccc2O)cc1	-6%	-30%	i	-14%	21%	4	-14%	-5%	6%[59 µM]
CCOc1ccc(C(C)=O)cc1COc1ccc(C)nc1[N+](=O)[O-]	0%	4%	4%	-1%	13%	3	-17%	4%	8%
COc1ccc(CCNC(=O)NS(=O)(=O)c2ccc(C)cc2)cc1OC	32%	-5%	-9%	-14%	27%	0	2%	0%	0%

Record cards, as listed above. Screens in order: GLS inh | BAZ2B block | PGK inhibitor | JMJD2A Tudor inh | HP1b binding inh | PI4K2A inh | Pol eta inh | Pin1 inh | G9a inh
Results for `O=c1[nH]c2ccccc2c(O)c1O` : 5.6µM* | 2% | i | 50µM* | ? | -6 | 6% | 9% | 0.71µM*
Results for `CCOc1ccc(C(C)=O)cc1COc1ccc(C)nc1[N+](=O)[O-]` : 0% | 4% | 4% | -1% | 13% | 3 | -17% | 4% | 8%
Results for `Cc1ccc(C(=O)CC(=O)c2cc(Cl)ccc2O)cc1` : -6% | -30% | i | -14% | 21% | 4 | -14% | -5% | 6%[59 µM]

Bioassay records as filed in PubChem BioAssay.
